SRC3 inh – human NCOA3 inhibition; Q9Y6Q9; HEK293 GAL4-SRC3 luciferase reporter, luminescence; inhibition, % at 3.6 µM; hit rate 0.17% among 360,000;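 active means inhibition above a per-campaign cutoff, the mean of all compounds plus 3 SD, cut at about 60% in these data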;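 further: 0% = DMSO-treated cells and 100% = gossypol-treated cells at 36 µM; higher means less SRC3-driven luciferase light from the GAL4 reporter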
TLR9-MyD88 block – TLR9-MyD88 interaction inhibition; Q9NR96+Q99836; CHO BLA complementation TLR9-MyD88, CCF4 FRET ratio; inhibition, % at 4.98 µM; hit rate 0.21% among 340,000; AID 504734;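 active means inhibition above the mean over all tested compounds plus 3 SD, cut at about 21% in these data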;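 further: 0% = DMSO only wells and 100% = clavulanate BLA inhibitor control wells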
NCOA1 inh – inhibitors of human steroid receptor coactivator 1 (SRC1) | Q15788 | HEK293 GAL4-SRC1 luciferase reporter, luminescence | inhibition, % at 3.6 µM | hit rate 0.12% among 360,000;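 active means inhibition above the campaign mean plus 3 SD, with each screening campaign given its own cutoff, cut at about 60% in these data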;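 further: 0% = DMSO treated cells and 100% = gossypol at 36 µM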
MC4R barr agon – human MC4R agonism via beta-arrestin; P32245; U2OS MC4R beta-arrestin complementation, luminescence; percent of melanotan II response, DMSO zero; activation, % at 8.9 µM; hit rate 0.98% among 360,000;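 active means activation above a per-plate cutoff, the mean activation of sample wells on that plate plus 3 SD, cut at about 8% in these data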
NR5A2 inv ag – inverse agonists of human LRH-1 (NR5A2) | O00482 | HEK293T StAR-luciferase reporter, LRH-1 transfected, 24 h | inhibition, % at 3.6 µM | hit rate 0.13% among 360,000;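 active means inhibition above the mean inhibition of all tested compounds plus 3 SD, cut at about 73% in these data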;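 further: 0% = DMSO wells and 100% = reporter-only cells lacking LRH-1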
MC4R antagonist – human MC4R antagonism in cAMP assay. MC4R-expressing cells, MTII-stimulated cAMP, LANCE TR-FRET. hit rate 0.48% among 360,000. inhibition, % at 6.5 µM. P32245;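 active means inhibition above its plate's cutoff, the mean of tested wells on that plate plus 3 SD, cut at about 29% in these data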;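 further: 0% = Melanotan II alone and 100% = Melanotan II plus saturating MCL0020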
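Assay system: human MC4R-expressing U2OS cells; reagent: Melanotan II stimulation of cells; dosing: 6.5 µM single dose; timing: compound 30 min, challenge 1 h, detection 1 h; signal: TR-FRET cAMP assay; replicates: one well per compound, no replicates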
NCOA2 inhibitor – inhibits human steroid receptor coactivator 2; hit rate 0.17% among 370,000; HEK293 GAL4-SRC2 luciferase reporter, luminescence; inhibition, % at 9 µM; Q15596;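 active means inhibition above the mean inhibition of all tested compounds plus 3 SD, set per campaign, cut at about 52% in these data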;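 further: 0% = DMSO treated cells and 100% = cells given Gossypol at 36 µM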
LMP1 NFkB inh – inhibitors of Epstein-Barr LMP1-induced NF-kappaB reporter; LMP1-induced NF-kappaB luciferase reporter cells, luminescence; inhibition, % at 12.5 µM; hit rate 0.69% among 350,000; AID 504558; in the data active means inhibition above about 41%;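 further: 0% = neutral control wells and 100% = reference inhibitor control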
NR2F2 inh – NR2F2 (human) inhibition, primary screen; P24468; HEK293T NGFI-A luciferase reporter, luminescence; inhibition, % at 8.6 µM; hit rate 0.7% among 370,000; AID 686940;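 active means inhibition above a per-plate cutoff, mean inhibition of test wells between control levels plus 3 SD, cut at about 38% in these data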;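 further: cells cotransfected with COUP-TFII expression vector driving the NGFI-A reporter; 0% = median of COUP-TF2 test wells and 100% = reporter-only cells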
Target sequence (P24468 whole entry, looked up): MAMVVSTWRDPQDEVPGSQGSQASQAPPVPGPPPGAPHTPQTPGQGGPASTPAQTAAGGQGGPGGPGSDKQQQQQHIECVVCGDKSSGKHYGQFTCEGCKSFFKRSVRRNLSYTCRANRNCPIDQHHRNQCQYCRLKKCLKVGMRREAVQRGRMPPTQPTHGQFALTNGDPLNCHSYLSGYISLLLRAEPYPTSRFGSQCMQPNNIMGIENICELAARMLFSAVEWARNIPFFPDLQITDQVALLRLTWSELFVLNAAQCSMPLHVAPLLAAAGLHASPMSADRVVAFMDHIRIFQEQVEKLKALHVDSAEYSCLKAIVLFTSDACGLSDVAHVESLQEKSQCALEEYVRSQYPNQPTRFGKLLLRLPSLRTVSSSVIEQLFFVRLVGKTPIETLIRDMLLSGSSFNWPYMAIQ
NOD2-RIPK2 inh – blocks binding of human NOD2 to RIPK2. O43353. CHO BLA complementation NOD2-RIPK2, CCF4 ratio. inhibition, % at 4.98 µM. hit rate 0.38% among 360,000; in the data active means inhibition above about 21%;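 further: 0% = vehicle only and 100% = reference blocker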
Target sequence (O43353 whole entry, looked up): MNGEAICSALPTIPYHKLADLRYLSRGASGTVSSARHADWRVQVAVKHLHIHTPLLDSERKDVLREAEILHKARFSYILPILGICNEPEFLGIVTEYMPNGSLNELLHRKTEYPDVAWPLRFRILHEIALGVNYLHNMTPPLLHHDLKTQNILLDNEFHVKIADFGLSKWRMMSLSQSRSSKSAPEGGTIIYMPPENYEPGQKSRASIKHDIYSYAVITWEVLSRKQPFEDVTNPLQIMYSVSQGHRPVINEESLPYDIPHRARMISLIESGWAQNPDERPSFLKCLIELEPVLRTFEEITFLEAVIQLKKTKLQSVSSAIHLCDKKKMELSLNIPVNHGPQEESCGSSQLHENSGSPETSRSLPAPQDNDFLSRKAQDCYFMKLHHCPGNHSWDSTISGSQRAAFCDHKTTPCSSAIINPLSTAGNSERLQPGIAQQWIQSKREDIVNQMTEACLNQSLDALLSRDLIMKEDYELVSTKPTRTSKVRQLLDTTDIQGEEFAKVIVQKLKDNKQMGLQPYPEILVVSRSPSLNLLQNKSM
ABHD5-PLIN5 inh – inhibitors of human ABHD5-perilipin-5 interaction. inhibition, % at 4 µM. Split G. princeps luciferase complementation, luminescence, 4 h. Q00G26+Q8WTS1. hit rate 0.78% among 360,000;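 active means inhibition above the mean inhibition across every tested compound plus 3 SD, cut at about 22% in these data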;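 further: 0% = DMSO only wells and the 100% control is not disclosed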
* = called active by the depositor. This is a subset. The share of hits here may be higher or lower than overall.

For COC(=O)c1ccc2c(c1)N(C)S(=O)(=O)c1cnc(SCC(=O)C(C)(C)C)nc1-2 the results were SRC3 inh 7.4, NCOA1 inh -5.4, MC4R barr agon 1.9, NR5A2 inv ag 10.9, MC4R antagonist 3.8, NCOA2 inhibitor -1.6, NR2F2 inh -18.0, NOD2-RIPK2 inh -12.1 and ABHD5-PLIN5 inh 0.3.
CCOC(=O)C1(Cc2cccc(OC)c2)CCN(Cc2cccc(O)c2)CC1 was read as SRC3 inh 28.3, TLR9-MyD88 block 7.2, NCOA1 inh -8.5, MC4R barr agon -1.1, NR5A2 inv ag 9.7, MC4R antagonist -5.4, NCOA2 inhibitor 24.5, LMP1 NFkB inh 9.6, NR2F2 inh 17.4, NOD2-RIPK2 inh 1.1 and ABHD5-PLIN5 inh 6.1.
For CCCCn1c(Cn2nc(C(=O)O)c3ccccc3c2=O)nc2cc(S(N)(=O)=O)ccc21 the results were SRC3 inh 6.6, TLR9-MyD88 block 1.1, NCOA1 inh 7.8, MC4R barr agon 0.8, NR5A2 inv ag 2.3, MC4R antagonist -3.9, NCOA2 inhibitor -6.9, LMP1 NFkB inh 4.3, NR2F2 inh 21.2, NOD2-RIPK2 inh -10.4 and ABHD5-PLIN5 inh -1.9.
Screening Clc1ccccc1CNCc1ccncc1 returned SRC3 inh -5.0, TLR9-MyD88 block -0.4, NCOA1 inh -2.0, MC4R barr agon -3.5, NR5A2 inv ag 29.7, MC4R antagonist -2.0, NCOA2 inhibitor -8.6, LMP1 NFkB inh 8.3, NR2F2 inh -3.1, NOD2-RIPK2 inh -12.7 and ABHD5-PLIN5 inh 4.0.
CCOc1ncccc1C(=O)OCc1ccc(Cl)cc1 was read as SRC3 inh 5.8, TLR9-MyD88 block 0.2, NCOA1 inh 4.5, MC4R barr agon 1.8, NR5A2 inv ag -3.0, MC4R antagonist 10.6, NCOA2 inhibitor 22.2, LMP1 NFkB inh -3.7, NR2F2 inh 11.2, NOD2-RIPK2 inh 7.5 and ABHD5-PLIN5 inh 1.4.
For O=c1cnnc(Nc2ccccc2F)[nH]1 the results were SRC3 inh 8.1, TLR9-MyD88 block 6.1, NCOA1 inh 4.8, MC4R barr agon -1.7, NR5A2 inv ag 14.8, MC4R antagonist -0.1, NCOA2 inhibitor -14.4, LMP1 NFkB inh 1.0, NR2F2 inh 5.7, NOD2-RIPK2 inh 10.9 and ABHD5-PLIN5 inh -3.9.
`Cc1ccc(NC2=C(Cl)C(=O)OC2OC(=O)c2ccccc2C)cc1` (stereo not given) gave SRC3 inh -14.1, TLR9-MyD88 block -1.1, NCOA1 inh -23.9, MC4R barr agon 1.6, NR5A2 inv ag -24.9, MC4R antagonist 6.9, NCOA2 inhibitor -1.7, LMP1 NFkB inh -1.4, NR2F2 inh -15.1, NOD2-RIPK2 inh -5.8 and ABHD5-PLIN5 inh 4.0.
O=C(CSc1nc(O)cc(=O)n1-c1ccccc1)Nc1nc2ccccc2s1 was read as SRC3 inh 0.5, TLR9-MyD88 block -12.1, NCOA1 inh -48.1, MC4R barr agon -1.1, NR5A2 inv ag -9.1, MC4R antagonist 1.6, NCOA2 inhibitor 1.0, LMP1 NFkB inh -11.9, NR2F2 inh 2.4, NOD2-RIPK2 inh -14.5 and ABHD5-PLIN5 inh 8.5.
For CCOC(=O)c1ccc(NCc2ccc3c(c2)OCO3)cc1 the results were SRC3 inh -22.5, TLR9-MyD88 block 2.3, NCOA1 inh -24.5, MC4R barr agon 0.2, NR5A2 inv ag -16.2, MC4R antagonist -2.0, NCOA2 inhibitor -81.8, LMP1 NFkB inh -8.1, NR2F2 inh -8.4, NOD2-RIPK2 inh -6.3 and ABHD5-PLIN5 inh -2.9.
For O=C(NCCN1CCOCC1)C(=O)NCc1ccc2c(c1)OCO2 the results were SRC3 inh 7.6, TLR9-MyD88 block -3.3, NCOA1 inh -1.2, MC4R barr agon 0.3, NR5A2 inv ag 3.7, MC4R antagonist -1.2, NCOA2 inhibitor -20.4, LMP1 NFkB inh -24.3, NR2F2 inh 3.4, NOD2-RIPK2 inh -16.3 and ABHD5-PLIN5 inh 1.1.
`Cc1cc(C)c(S(=O)(=O)NCCc2cc3ccc(C)c(C)c3[nH]c2=O)c(C)c1` gave SRC3 inh 1.6, TLR9-MyD88 block -1.1, NCOA1 inh -3.4, MC4R barr agon -1.5, NR5A2 inv ag -6.3, MC4R antagonist 5.5, NCOA2 inhibitor -4.3, LMP1 NFkB inh 3.9, NR2F2 inh -17.5, NOD2-RIPK2 inh -13.9 and ABHD5-PLIN5 inh -3.3.
Screening CCc1nc2c(OCC(=O)c3ccc(F)cc3)cccn2c1N(C)C(=O)C(C)C returned SRC3 inh -18.9, NCOA1 inh -13.8, MC4R barr agon -0.8, NR5A2 inv ag -22.3, MC4R antagonist 7.0, NCOA2 inhibitor -19.7, NR2F2 inh -5.8, NOD2-RIPK2 inh -5.1 and ABHD5-PLIN5 inh -2.4.
Cc1ccc(-c2nn(-c3ccc(F)cc3)cc2C(=O)NCC(c2cccs2)N2CCOCC2)cc1 (stereo not given) was read as SRC3 inh -5.9, TLR9-MyD88 block -6.1, NCOA1 inh 15.8, MC4R barr agon -1.8, NR5A2 inv ag 5.4, MC4R antagonist 8.9, NCOA2 inhibitor -50.0, LMP1 NFkB inh -1.6, NR2F2 inh 8.5, NOD2-RIPK2 inh -0.8 and ABHD5-PLIN5 inh -3.8.
Screening N#CC1=C2SCCN2C(=O)C(C#N)C12CCCCC2 (stereo not given) returned SRC3 inh -0.1, TLR9-MyD88 block 6.2, NCOA1 inh -21.9, MC4R barr agon -0.9, NR5A2 inv ag -5.3, MC4R antagonist 3.0, NCOA2 inhibitor 12.4, LMP1 NFkB inh 4.1, NR2F2 inh 15.0, NOD2-RIPK2 inh 2.0 and ABHD5-PLIN5 inh -5.8.
`COc1ccc(NC(=O)c2ccc(C(=O)Nc3ccc(OC)cc3OC)cc2)c(OC)c1` gave SRC3 inh 1.0, TLR9-MyD88 block -7.5, NCOA1 inh -5.8, MC4R barr agon 1.4, NR5A2 inv ag 7.0, MC4R antagonist 4.4, NCOA2 inhibitor -11.3, LMP1 NFkB inh -21.4, NR2F2 inh 20.7, NOD2-RIPK2 inh -0.8 and ABHD5-PLIN5 inh 5.9.
CCOC(=O)Cc1csc(NC(=S)NC(=O)CC(C)C)n1 was read as SRC3 inh 9.3, TLR9-MyD88 block -1.7, NCOA1 inh 4.2, MC4R barr agon -1.1, NR5A2 inv ag -7.0, MC4R antagonist -4.2, NCOA2 inhibitor -37.2, LMP1 NFkB inh -9.4, NR2F2 inh 11.0, NOD2-RIPK2 inh -4.0 and ABHD5-PLIN5 inh 1.7.
Cc1cc(C)c(S(=O)(=O)n2c([N+](=O)[O-])cnc2C)c(C)c1 was read as SRC3 inh 11.8, TLR9-MyD88 block 8.8, NCOA1 inh -31.6, MC4R barr agon -1.0, NR5A2 inv ag 2.9, MC4R antagonist 6.3, NCOA2 inhibitor -3.0, LMP1 NFkB inh -2.6, NR2F2 inh -12.4, NOD2-RIPK2 inh -1.4 and ABHD5-PLIN5 inh -1.8.
For Cc1c(C(=O)/C=C/N(C)C)nnn1-c1ccc(Cl)cc1Cl the results were SRC3 inh -0.7, TLR9-MyD88 block 1.0, NCOA1 inh 2.7, MC4R barr agon 3.2, NR5A2 inv ag -3.1, MC4R antagonist -6.3, NCOA2 inhibitor -25.6, LMP1 NFkB inh -7.1, NR2F2 inh -11.1, NOD2-RIPK2 inh 6.2 and ABHD5-PLIN5 inh 4.5.
For Cc1nn(-c2ccc(F)cc2)c(C)c1CN1CCN(CCc2ccccc2)C(CCO)C1 (stereo not given) the results were SRC3 inh 18.1, TLR9-MyD88 block 3.7, NCOA1 inh 7.4, MC4R barr agon 0.4, NR5A2 inv ag 29.4, MC4R antagonist -3.0, NCOA2 inhibitor 22.6, LMP1 NFkB inh 6.5, NR2F2 inh 8.4, NOD2-RIPK2 inh -0.4 and ABHD5-PLIN5 inh -0.1.
Screening C=C1CC(C(=O)N/N=C/c2ccc(O)cc2)C1 returned SRC3 inh 8.4, TLR9-MyD88 block -0.3, NCOA1 inh -13.9, MC4R barr agon 2.0, NR5A2 inv ag -34.7, MC4R antagonist 7.9, NCOA2 inhibitor -26.9, LMP1 NFkB inh 5.3, NR2F2 inh -18.0, NOD2-RIPK2 inh 2.2 and ABHD5-PLIN5 inh -4.4.
COc1ccc(NC(=O)CCOc2ccc(C)cc2)cc1S(=O)(=O)N1CCCCC1 was read as SRC3 inh 2.5, TLR9-MyD88 block -13.8, NCOA1 inh -9.2, MC4R barr agon -0.5, NR5A2 inv ag 17.2, MC4R antagonist 2.0, NCOA2 inhibitor -18.5, LMP1 NFkB inh 10.4, NR2F2 inh 9.8, NOD2-RIPK2 inh -4.2 and ABHD5-PLIN5 inh 3.2.
CC(C)C(NC(=O)c1c(F)cccc1F)C(=O)NCC(c1ccccc1)N(C)C (stereo not given) was read as SRC3 inh -4.5, TLR9-MyD88 block -3.5, NCOA1 inh -3.2, MC4R barr agon -1.5, NR5A2 inv ag -7.0, MC4R antagonist -0.2, NCOA2 inhibitor -14.2, LMP1 NFkB inh 0.7, NR2F2 inh -30.2, NOD2-RIPK2 inh -0.1 and ABHD5-PLIN5 inh 1.2.
`CSc1ccc(S(=O)(=O)Nc2ccc(N3CCOCC3)c(Cl)c2)cc1` gave SRC3 inh 0.9, TLR9-MyD88 block -2.9, NCOA1 inh 0.4, MC4R barr agon 6.6, NR5A2 inv ag 19.7, MC4R antagonist 11.8, NCOA2 inhibitor 7.5, LMP1 NFkB inh -2.2, NR2F2 inh 9.9, NOD2-RIPK2 inh -4.6 and ABHD5-PLIN5 inh 2.8.
For CCCc1nc(SCC(=O)NC2CC2)c2c(C)c(C)sc2n1 the results were SRC3 inh -1.7, TLR9-MyD88 block 1.1, NCOA1 inh -1.5, MC4R barr agon -0.1, NR5A2 inv ag -7.4, MC4R antagonist 0.8, NCOA2 inhibitor 22.7, LMP1 NFkB inh 2.6, NR2F2 inh -2.6, NOD2-RIPK2 inh -10.4 and ABHD5-PLIN5 inh 5.3.
For COc1ccc(NC(=O)CN(C)C(=O)CSCc2c(C)noc2C)cc1 the results were SRC3 inh 9.3, TLR9-MyD88 block -1.8, NCOA1 inh 1.7, MC4R barr agon -2.5, NR5A2 inv ag -4.9, MC4R antagonist -2.1, NCOA2 inhibitor -9.4, LMP1 NFkB inh 0.9, NR2F2 inh -7.1, NOD2-RIPK2 inh 1.9 and ABHD5-PLIN5 inh -11.8.
CCOC(=O)c1[nH]c2ccc(OC)cc2c1C was read as SRC3 inh -59.6, TLR9-MyD88 block -12.6, NCOA1 inh -69.9, MC4R barr agon 0.8, NR5A2 inv ag -55.2, MC4R antagonist -6.2, NCOA2 inhibitor -31.9, LMP1 NFkB inh -6.5, NR2F2 inh -33.4, NOD2-RIPK2 inh -6.1 and ABHD5-PLIN5 inh 2.3.
